Screening data from PubChem.
Keap1 Nrf2 FP = inhibitors of human Keap1-Nrf2 protein-protein interaction | Q14145 | Keap1 Kelch-Nrf2 peptide fluorescence polarization, 1536-well | inhibition, % at 9.4 µM | actives 0.15% (n = 340,000); in the data active means inhibition above about 12%;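 further: human Keap1 Kelch domain with fluorescein labeled Nrf2 9mer peptide probe; 0% = neutral control wells and 100% = peptide positive control; higher means more block of Keap1 binding to Nrf2 peptide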
PKA-R2B act = activates the human PKA-R2B holoenzyme complex | activation, % at 11.4 µM | P22694+P31323 | AID 504700 | actives 0.079% (n = 340,000) | PKA-R2B holoenzyme dissociation, Cy5-IP20 fluorescence polarization; R2B truncated from residue 108, S112A mutant; 0% DMSO only, 100% 113 µM cGMP;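 active means activation above a cutoff set at the mean over all compounds plus 3 SD, cut at about 18% in these data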;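 further: higher means more holoenzyme dissociation and a rise in polarization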
SR-BI DiI-HDL act = activators of SR-BI mediated HDL lipid uptake; AID 504775; CHO ldlA[mSR-BI] cells, DiI-HDL uptake fluorescence, 3 h; 100 = double the neutral-control signal; activation, % at 12.5 µM; actives 0.096% (n = 320,000);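 active means mean replicate activation of at least 60% and every replicate at or above 60%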;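 further: 0% = median plate neutral-control signal and 100% = twice that signal; values of inactives mirror those of a sister screen read the other way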
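Test system: SR-BI-overexpressing, LDLR-lacking CHO cells; Also added: labelled HDL, 10 µg/mL; Measured by: bottom-read cell fluorescence after medium removal, ex 550/em 595 nm; Timing: 3 h uptake period with compound, 37 °C; Buffer or medium: F12, 0.5% BSA, 25 mM HEPES; Doses: single compound concentration, delivered by pin transfer.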
CAL PDZ FP-1 = human CAL PDZ-peptide interaction inhibition; Q9HD26; purified CAL PDZ, TMR-peptide fluorescence polarization, 1 h; inhibition, % at 20 µM; actives 0.02% (n = 330,000); AID 504414;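 active means highest replicate inhibition of at least 40%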;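 further: plate controls were DMSO neutral control wells for no effect and unlabeled competitor peptide control wells for full effect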
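System: purified tagged CAL PDZ domain construct (CerCALP). Schedule: 1 h incubation at room temperature before polarization reading. Medium: 25 mM sodium phosphate pH 7.4, 150 mM NaCl, TCEP, IgG, Thesit. Read-out: percent inhibition from loss of millipolarization. Measured by: FP readout, S and P plane fluorescence. Probe or stimulus: fluorescent TMR peptide probe.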
CAL PDZ FP-2 = inhibitors of human CAL PDZ peptide binding. purified CAL PDZ, TMR-peptide fluorescence polarization, 1 h. Q9HD26. inhibition, % at 24.9 µM. AID 602252. actives 0.92% (n = 300,000);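 active means mean inhibition of at least 30% with at least half of replicates also reaching 30%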;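 further: 0% = DMSO neutral control and 100% = excess unlabeled competitor peptide PRC23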
Cardiac RTF inh = cardiac RTF calcium desensitization | P19429+P45379 | IANBD-labeled cardiac RTF, Ca2+ fluorescence | inhibition, % at 7.15 µM | actives 0.12% (n = 340,000) | AID 493244;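 active means inhibition above the mean inhibition of all tested compounds plus 3 SD, cut at about 17% in these data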;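 further: assay run at fixed EC70 calcium of 1.6 mM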
DAGLB inhibitor = blocks human DAGLB lipase activity. Q8NCG7. HEK293T DAGLB membrane lysate, EnzChek fluorogenic substrate. inhibition, % at 5.17 µM. actives 0.059% (n = 340,000); in the data active means inhibition above about 34%;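 further: 0% = enzyme with vehicle and 100% = wells lacking enzyme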
Target sequence (Q8NCG7 whole entry, looked up): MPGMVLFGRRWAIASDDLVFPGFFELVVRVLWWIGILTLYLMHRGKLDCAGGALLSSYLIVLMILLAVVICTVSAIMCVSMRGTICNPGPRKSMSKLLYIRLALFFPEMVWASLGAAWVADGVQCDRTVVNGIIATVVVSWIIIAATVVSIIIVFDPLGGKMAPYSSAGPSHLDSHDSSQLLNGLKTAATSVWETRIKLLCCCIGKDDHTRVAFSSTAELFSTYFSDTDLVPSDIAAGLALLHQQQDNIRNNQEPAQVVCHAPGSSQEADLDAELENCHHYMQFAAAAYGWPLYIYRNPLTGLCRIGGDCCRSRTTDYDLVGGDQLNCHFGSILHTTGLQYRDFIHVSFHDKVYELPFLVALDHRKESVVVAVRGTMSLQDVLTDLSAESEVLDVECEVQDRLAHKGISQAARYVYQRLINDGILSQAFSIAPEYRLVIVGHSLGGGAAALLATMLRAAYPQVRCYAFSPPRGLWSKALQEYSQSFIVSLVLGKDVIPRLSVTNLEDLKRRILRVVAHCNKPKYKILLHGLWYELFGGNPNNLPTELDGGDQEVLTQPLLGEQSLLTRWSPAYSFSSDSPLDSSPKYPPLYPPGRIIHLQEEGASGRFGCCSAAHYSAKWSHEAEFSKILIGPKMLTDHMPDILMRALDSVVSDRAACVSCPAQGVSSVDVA
cardiac RTF act = cardiac RTF calcium sensitization. IANBD-labeled TnC RTF fluorescence at EC20 calcium; 0% EC20 calcium, 100% full calcium. P19429+P45379. actives 0.24% (n = 340,000). AID 493008. activation, % at 7.2 µM;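 active means activation above the mean over all tested compounds plus 3 SD, cut at about 30% in these data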;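 further: rise in fluorescence read as greater calcium sensitivity of cardiac thin filaments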
C-LANA FP = KSHV C-LANA DNA binding inhibition; MBP-C-LANA/FAM-LBS DNA binding, fluorescence polarization; inhibition, % at 9 µM; actives 0.078% (n = 340,000);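 active means highest replicate inhibition at or above 60% at 9 µM, even if other replicates fall short; inactive means all replicates below 60% inhibition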;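 further: 0% = neutral control wells and 100% = 4 µM acridine orange control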
Rtt109 Vps75 = C. albicans Rtt109 histone acetyltransferase inhibition | actives 0.16% (n = 330,000) | Q5AAJ8 | purified Rtt109/Vps75, ThioGlo CoA-SH fluorescence, 4 h | inhibition, % at 34.9 µM;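 active means inhibition of at least 50% in every replicate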
Target sequence (Q5AAJ8 whole entry, looked up): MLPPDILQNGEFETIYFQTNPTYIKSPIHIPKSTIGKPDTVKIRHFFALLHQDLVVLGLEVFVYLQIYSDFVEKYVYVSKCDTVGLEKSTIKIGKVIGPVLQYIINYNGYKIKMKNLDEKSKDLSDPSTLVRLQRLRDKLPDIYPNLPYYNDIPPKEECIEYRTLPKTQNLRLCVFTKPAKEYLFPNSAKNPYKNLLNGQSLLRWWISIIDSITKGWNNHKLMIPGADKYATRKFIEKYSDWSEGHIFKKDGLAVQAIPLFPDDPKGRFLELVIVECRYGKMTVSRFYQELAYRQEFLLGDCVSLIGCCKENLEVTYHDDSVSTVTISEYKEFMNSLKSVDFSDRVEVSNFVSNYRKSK
* = called active by the depositor; nt = not tested or not shown.

SMILES	Keap1 Nrf2 FP	PKA-R2B act	SR-BI DiI-HDL act	CAL PDZ FP-1	CAL PDZ FP-2	Cardiac RTF inh	DAGLB inhibitor	cardiac RTF act	C-LANA FP	Rtt109 Vps75
O=C(CN1CCN(CC(=O)Nc2ccccc2Cc2ccccc2)CC1)Nc1ccccc1Cl	-1	8	-14	-0.8	-8	-8	0	-1	-0.2	-8
Cc1cccc(NC(=O)COC(=O)c2ccccc2-c2nc3ccccc3s2)c1C	-4	-4	-31	-2.5	-3	4	-2	-7	-1.1	-1
O=S(=O)(c1cccc(NC(=S)N2CCN(c3ccccc3F)CC2)c1)C(F)F	-2	-5	-2	-1.4	-1	-21	0	0	0.1	-4
Cn1ccnc1SCC(=O)Nc1cccc(S(=O)(=O)N2CCCCCC2)c1	3	4	15	-0.4	-3	-7	-2	4	-1.4	7
CCCNC(=O)N1CCC(C(=O)c2ccc(F)cc2)CC1	1	-1	-5	nt	-1	-1	0	12	-1.3	-18
Cc1ccc(-c2csc(NC(=O)c3ccccc3F)c2C(=O)O)cc1	-3	4	4	-2.6	-2	-10	11	-2	-1.7	nt
Cc1nc(Nc2ncc3c(n2)CC(C)(C)CC3=O)nc2ccccc12	1	-5	nt	-2.5	-7	-2	1	-1	0.7	-4
Cc1ccc(C(=O)Nn2cnnc2)cc1[N+](=O)[O-]	-3	11	19	-1.9	2	-11	0	3	0.1	-6
COc1cccc(-c2noc(CCC(=O)NCC3CCCO3)n2)c1 (stereo not drawn)	-2	0	0	-0.3	10	6	-1	0	-3.2	7
COc1ccc(C(O)(CC(C)C)C(CN2CCOCC2)c2ccccc2)cc1 (stereo not drawn)	3	-6	25	0.3	-2	3	-7	-3	1.0	-1
CCOC(=O)N1CCN(C(=O)/C=C/c2ccc(OC)cc2)CC1	-4	2	9	-22	4	5	-1	1	-0.3	-13
CCc1cc(C(=O)OC)c(NC(=O)CCC(=O)O)s1	-6	7	18	0.9	7	-10	2	5	0.2	-11
Cc1oc2cc(O)ccc2c(=O)c1Oc1ccccc1	-2	0	22	-0.4	-3	-2	-2	0	-1.5	1
O=c1[nH]cnc2c1N1CCC2CC1	-2	-4	-23	-3.3	6	-12	2	3	0.1	6
CC1(C)Cc2c(C#N)c(NCCO)nc(-c3ccco3)c2CO1	-2	nt	-9	-2.0	nt	nt	nt	nt	1.2	-33
CCC(C)Sc1ccc([C@@H]2[C@H]3C(=O)N(C)C(=O)[C@H]3[C@]3(C(=O)OC)CCCN23)cc1 (stereo partly drawn)	-1	3	-3	0.1	-3	-11	-5	2	0.7	3
CCN(C(=O)COc1ccc(C(=O)c2ccccc2)cc1)c1ccccc1	3	-7	-14	-0.4	-5	2	-5	-1	-0.9	7
Cc1cccc(C)c1NC(=S)N(c1ccccc1)C(C)C	0	0	20	-1.2	3	-2	0	-1	0.9	3
O=C(O)C(c1ccccc1)N1CCCCC1 (stereo not drawn)	-4	2	28	0.7	2	0	0	-1	-1.6	8
N#C[C@H]1C2OC2c2ccccc2N1C(=O)c1ccccc1 (stereo partly drawn)	-6	3	10	-0.2	3	3	0	1	0.9	-54
O=C(c1ccc(S(=O)(=O)N2CCCC2)cc1)N(c1ccccc1)C1C=CS(=O)(=O)C1 (stereo not drawn)	1	5	17	-2.5	-1	-1	0	0	3.0	-7
CCN1CCN(c2ccc(NC(=O)Cc3ccccc3)cc2)CC1	-3	-5	-9	nt	0	-3	-2	1	-0.5	8
O=C(NCCNc1ccc([N+](=O)[O-])cc1)c1cccc2c(Br)cccc12	-1	-6	3	-0.6	-1	1	-5	-6	0.6	1
CCc1c(C(=O)NCCc2ccc(OC)c(OC)c2)[nH]c(C)c1C(C)=O	1	-4	16	-1.9	-5	4	-1	-5	1.3	nt
CCOc1ccc(NC(=O)CN(C)C(=O)c2ccc(OCC3CCCO3)cc2)cc1OCC (stereo not drawn)	-1	-14	-57	-3.1	-2	-12	0	0	-0.4	-5
Cn1nnc(NC(=S)NC(=O)c2cccc3ccccc23)n1	-1	2	43	-2.2	-1	-1	-3	-5	-0.6	0
Cc1noc(C)c1C(=O)NCCc1ccc(S(N)(=O)=O)cc1	-1	4	4	-0.7	-3	-4	-1	-7	2.3	2
Cc1cc(C)nc(NC(=O)c2cccc([N+](=O)[O-])c2C)n1	2	-8	34	-0.3	nt	-2	2	1	1.5	-11
Cc1ccc(S(=O)(=O)NC(=NC2CCCCC2)c2ccc(F)cc2)cc1	-8	4	-4	-3.8	-3	2	-1	-5	0.2	15
O=c1[nH]c2ccc([N+](=O)[O-])cc2nc1/C=C(\O)c1ccccc1	-2	-7	nt	-1.0	5	-6	0	2	0.0	-5
Cc1cc(C)nc(N2N=C(C(C)(C)C)CC2=O)n1	0	6	6	-0.8	nt	-14	2	3	-0.6	14
O=C(NCCCn1ccnc1)c1ccc(C(F)(F)F)cc1	0	-1	3	1.4	-2	-6	-2	-4	-0.1	3
O=C(Cn1cnc2c(nnn2Cc2ccccc2)c1=O)Nc1ccc2c(c1)OCCO2	-4	-5	-8	-1.9	-4	-9	2	3	1.5	-9
Cc1nn(S(=O)(=O)N2CCCCC2)c(C)c1Br	2	-3	-2	0.8	3	-9	-2	4	-0.6	-11
O=C(O)CNC(=S)N(Cc1ccccc1F)C1CCCCC1	5	-1	-1	-0.6	nt	-1	1	1	0.7	-5
O=C(O)c1cccc(-n2cccc2/C=C2/NC(=O)N(Cc3ccccc3F)C2=O)c1	0	-10	31	-0.4	-6	1	0	0	1.5	-9

3 compounds drawn at random from those above, as already listed:
SMILES	Keap1 Nrf2 FP	PKA-R2B act	SR-BI DiI-HDL act	CAL PDZ FP-1	CAL PDZ FP-2	Cardiac RTF inh	DAGLB inhibitor	cardiac RTF act	C-LANA FP	Rtt109 Vps75
O=C(Cn1cnc2c(nnn2Cc2ccccc2)c1=O)Nc1ccc2c(c1)OCCO2	-4	-5	-8	-1.9	-4	-9	2	3	1.5	-9
O=C(O)CNC(=S)N(Cc1ccccc1F)C1CCCCC1	5	-1	-1	-0.6	nt	-1	1	1	0.7	-5
Cn1nnc(NC(=S)NC(=O)c2cccc3ccccc23)n1	-1	2	43	-2.2	-1	-1	-3	-5	-0.6	0

Later entries:
SMILES	Keap1 Nrf2 FP	PKA-R2B act	SR-BI DiI-HDL act	CAL PDZ FP-1	CAL PDZ FP-2	Cardiac RTF inh	DAGLB inhibitor	cardiac RTF act	C-LANA FP	Rtt109 Vps75
O=C(O)CSc1nnc(CNc2ccc(F)cc2)n1-c1ccccc1	-8	5	nt	-1.6	-2	-11	0	3	0.2	-4
COc1ccc(C2N(c3ccc(F)cc3)C(=O)C3CCCN32)cc1 (stereo not drawn)	-6	8	21	0.0	nt	-8	-2	5	-1.5	2
CCOC(=O)CNC(=O)c1cc(-c2ccc3c(c2)OCCO3)oc1C	-6	-7	-17	0.1	-3	2	0	-1	-1.1	-29
CSc1ncccc1C(=O)OCC(=O)c1cc(C)n(CC2CCCO2)c1C (stereo not drawn)	-4	-5	nt	-2.0	-1	-4	-4	0	-1.6	-2
O=C(COc1ccc(S(=O)(=O)NC2CCCCC2)cc1Cl)NCc1cccnc1	-2	2	-8	0.0	-8	1	0	-4	4.2	18
CCOc1ccc(N(CC(=O)NC(C)(C)C)C(=O)CCC(=O)Nc2nccs2)cc1	-4	-9	4	-13	-1	-1	-2	2	1.6	0
O=C(O)/C(=C\c1ccc(Br)cc1)c1ccc(S(=O)(=O)N2CCCCC2)s1	-3	7	2	-3.0	-5	12	9	-3	0.6	nt
COc1ccc(C(=S)N2CCN(c3ccccc3C)CC2)cc1OC	-3	0	-16	-0.6	nt	1	-2	5	1.2	-3
Cc1ccc(S(=O)(=O)CC(=O)c2ccccc2[N+](=O)[O-])cc1	-6	-8	0	-0.2	nt	-12	14	-1	0.8	-6
O=c1[nH]c(CN2CCN(c3ccccn3)CC2)nc2c(Br)cc(Br)cc12	0	-9	-9	-0.4	-3	2	-1	-1	1.8	22
O=C(CCN1CCOCC1)c1ccc2c(c1)OCCO2	-21	7	14	-0.2	0	1	3	4	0.7	6
COC(=O)c1ccc(CSc2nc3ccccc3o2)cc1	1	0	12	-0.9	1	-1	-12	-2	-1.4	0
CS(=O)(=O)c1nc(-c2ccccc2)cc(C(F)(F)F)n1	-1	0	nt	-0.8	-4	-11	-18	-3	0.3	7
Cc1ccc(OCC(=O)Nc2ccc(CN3CCCCC3)cc2)c(C)c1	-5	2	-6	0.7	-3	-6	-1	5	-1.6	0
Cc1[nH]c2ccccc2c1C(=O)COC(=O)C1CC(O)CN1S(=O)(=O)c1ccc(Cl)cc1 (stereo not drawn)	4	-5	-31	-1.0	nt	6	0	2	-0.4	17
S=C(NN=C1CCN(Cc2ccccc2)CC1)NC1CCCCC1	-2	2	10	-1.1	-2	-4	-2	2	0.0	0
COC(=O)c1cc(NC(=O)Cc2ccc(OC)cc2)cc(C(=O)OC)c1	-5	-1	-37	-1.7	-1	-4	-4	7	0.7	1
CCOC(=O)N1CCC(N2C(=O)c3ccccc3C2Nc2c(C)cccc2C)CC1 (stereo not drawn)	-1	3	-27	-1.2	nt	0	-1	0	-1.3	4
NC(=O)C1CCN(C(=O)c2ccccc2SCC(=O)NCC2CCCCC2)CC1	1	-3	18	-1.1	-6	-1	0	-2	-0.1	-1
O=C(c1ccc(COc2ccc3c(c2)CCC3)o1)N1CCN(c2ccccc2)CC1	-1	-1	nt	-1.3	-2	-18	-13	-5	-1.5	-3
O=S(=O)(c1ccccc1F)N1CCN(C(=S)NCc2ccccc2)CC1	3	-14	10	-0.5	-4	-3	1	-4	0.6	5
O=C(Cc1cccs1)NC1CCCC1	-5	3	14	0.0	-5	-2	0	8	-0.7	-1
NC(=S)NNc1ccnc2cc(Cl)ccc12	2	5	-90	-1.5	4	16	1	9	-1.7	11
O=C(NCc1ccc(F)cc1)c1cc2c(s1)CS(=O)(=O)C2	-6	-9	-10	-2.0	-4	-6	-2	-3	0.7	2
N=C1C(c2ccccc2)=C(O)CN1c1ccc2c(c1)OCO2	-1	-12	7	-2.8	-4	-10	1	4	1.1	-7
CC1=CC(C)(C)N(C(=O)CN2C(=O)CCC2=O)c2ccccc21	2	0	4	0.4	nt	1	-1	-8	1.1	5
O=C(CBr)Nc1c2c(nn1-c1ccccc1)CSC2	-1	-7	1	-1.8	0	-12	-1	1	0.1	6
O=C(NCc1ccc2c(c1)OCO2)C1CCC(CNS(=O)(=O)c2ccc(Cl)cc2)CC1 (stereo not drawn)	-3	-7	-23	-1.9	0	-2	-2	2	-1.4	12
COc1cccc(NS(=O)(=O)c2cc3c(cc2C)N(C)CCO3)c1	3	10	19	0.0	-1	-1	2	4	2.4	12
O=C(CN1CCOCC1)Nc1ccccc1Cl	3	11	18	-3.3	-1	-1	2	-1	-0.9	-4
